From PubChem
OX1R antag-1 = antagonists of human orexin 1 receptor (OX1R); O43613; OX1R-expressing cells, FRET antagonist read-out; inhibition, % at 6.6 µM; hit rate 1.8% among 330,000; AID 485270; in the data active = inhibition mostly above about 38%, no sharp cut-off; inactive = mostly below about 40%;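 also: 0% = agonist challenge alone and 100% = reference antagonist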
Target sequence (O43613 whole entry, looked up): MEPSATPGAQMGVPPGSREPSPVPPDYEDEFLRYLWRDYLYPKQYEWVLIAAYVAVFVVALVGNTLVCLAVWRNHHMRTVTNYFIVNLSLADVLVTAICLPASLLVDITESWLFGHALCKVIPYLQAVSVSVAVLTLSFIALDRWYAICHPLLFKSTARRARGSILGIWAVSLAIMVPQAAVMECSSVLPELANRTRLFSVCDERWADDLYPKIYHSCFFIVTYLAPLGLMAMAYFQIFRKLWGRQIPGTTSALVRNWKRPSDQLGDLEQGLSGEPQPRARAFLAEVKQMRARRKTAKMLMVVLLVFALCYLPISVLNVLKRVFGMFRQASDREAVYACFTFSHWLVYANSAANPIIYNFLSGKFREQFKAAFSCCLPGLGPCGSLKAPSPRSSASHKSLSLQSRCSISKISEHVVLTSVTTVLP
STK33 inh = inhibitors of human STK33 kinase | Q9BYT3 | purified STK33, MBP phosphorylation, ADP-Glo luminescence | inhibition, % at 10 µM | hit rate 0.073% among 320,000 | AID 2661;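 active = inhibition at or above 25%, using the most active replicate where run in duplicate; inactive = inhibition below 25%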
Target sequence (Q9BYT3 whole entry, looked up): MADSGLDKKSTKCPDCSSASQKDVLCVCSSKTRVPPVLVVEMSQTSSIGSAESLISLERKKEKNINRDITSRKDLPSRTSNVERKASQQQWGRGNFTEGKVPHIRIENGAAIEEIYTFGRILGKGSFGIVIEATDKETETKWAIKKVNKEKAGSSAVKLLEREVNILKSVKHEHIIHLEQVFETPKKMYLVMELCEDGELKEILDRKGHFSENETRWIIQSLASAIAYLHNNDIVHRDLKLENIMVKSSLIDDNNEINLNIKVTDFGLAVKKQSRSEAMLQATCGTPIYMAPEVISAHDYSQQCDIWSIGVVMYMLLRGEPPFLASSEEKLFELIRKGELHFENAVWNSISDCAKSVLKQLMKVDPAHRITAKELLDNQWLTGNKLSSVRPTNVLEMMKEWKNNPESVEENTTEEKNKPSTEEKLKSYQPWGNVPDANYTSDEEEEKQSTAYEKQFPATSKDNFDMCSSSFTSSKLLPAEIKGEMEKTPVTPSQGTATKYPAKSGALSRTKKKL
OX1R antag-2 = blocks the human orexin 1 receptor. O43613. CHO/OX1R cells, Fluo-8 calcium fluorescence, orexin A. inhibition, % at 5 µM. hit rate 0.43% among 330,000. AID 434989;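 active = inhibition above its plate's threshold, mean inhibition of all tested compounds on the plate plus 3 SD, cut at about 37% in these data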;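 also: 0% = orexin A challenge wells and 100% = SB-334867-A antagonist wells; not every result past the cut was called active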
* hit, by the source's call; nt = no result given.

OX1R antag-1	OX1R antag-2	STK33 inh	compound
12	-7	-0.9	Cc1ccc(NC2=NCC(=O)N2C2CCCC2)cc1
13	-27	0.2	O=C(CCCc1cccs1)N1CCN(S(=O)(=O)c2ccccc2Br)CC1
44	-21	-0.6	Cc1ccc(NC(=O)CCCC2CCCCC2)c(O)c1
17	-19	1.5	COc1ccc(Br)cc1C(C[N+](=O)[O-])c1c(N)n(C)c(=O)n(C)c1=O (stereo not drawn)
13	-6	-0.8	O=C(CCCOc1ccccc1)Nc1ncccn1
25	-24	-0.6	O=C(O)c1cccc([N+](=O)[O-])c1C(=O)Nc1cccc2ccccc12
6	-18	0.5	CC1CCC2(CC1)NC(=O)N(CC(=O)N1CCN(S(=O)(=O)c3ccccc3)CC1)C2=O (stereo not drawn)
39	-19	-0.7	O=C(CCS(=O)(=O)Cc1ccccc1)N1CCN(c2ccc([N+](=O)[O-])cc2)CC1
10	-30	-0.2	CCOC(=O)/C(N=Nc1c(Br)cc(Br)cc1Br)=C(\C)O
19	-6	-0.2	COc1cccc(CC(=O)OCC(=O)N2CCN(c3ccc(F)cc3)CC2)c1
32	-25	-2.1	O=C(Nc1ccc(Br)cc1)N1CCc2ccccc2C1
4	-15	-3.0	O=C(O)C1C2CCC(C2)C1C(=O)NCc1ccccn1 (stereo not drawn)
4	-18	-1.4	O=C(/C=C/c1ccccc1)N1CCC(c2ccccc2)C1 (stereo not drawn)
6	-2	-1.7	CC1CCCC1/C(=N/O)c1ccccc1 (stereo not drawn)
6	-11	0.9	COc1ccccc1CNC(=O)c1nn(C)c2c1CS(=O)(=O)c1ccccc1-2
17	-11	1.8	O=c1[nH]cnc2scc(-c3ccsc3)c12
-2	-17	-0.3	Cc1occc1-c1nnc(SCC(=O)N(C)c2ccccc2)n1C
11	-33	-0.9	CC(C)CCOCc1nc2sc3c(c2c(=O)[nH]1)CCC(C)C3 (stereo not drawn)
7	-15	-2.5	CCC(=O)Nc1nc2ccccc2n1Cc1ccccc1
13	-21	-1.2	CN1CCN(c2ccc(Cl)cc2NC(=O)CN2C(=O)NC(C)(c3ccccc3)C2=O)CC1 (stereo not drawn)
37	-19	-0.5	CCOC(=O)C(=O)Nc1nnc(CCc2ccccc2)s1
17	-25	-3.1	O=C(CSc1nnc(-c2ccco2)o1)Nc1cccc([N+](=O)[O-])c1
11	-14	-0.3	Cc1cc(N2C(=O)C(O)=C(C(=O)c3cc4ccccc4o3)C2c2ccc(Br)cc2)no1 (stereo not drawn)
6	-12	-1.9	COC(=O)c1ccccc1NC(=O)Nc1ccc(Br)cn1

Reformatted as labelled records: four of the compounds above.
CCOC(=O)C(=O)Nc1nnc(CCc2ccccc2)s1
  OX1R antag-1: 37
  OX1R antag-2: -19
  STK33 inh: -0.5
O=C(CSc1nnc(-c2ccco2)o1)Nc1cccc([N+](=O)[O-])c1
  OX1R antag-1: 17
  OX1R antag-2: -25
  STK33 inh: -3.1
Cc1cc(N2C(=O)C(O)=C(C(=O)c3cc4ccccc4o3)C2c2ccc(Br)cc2)no1 (stereo not drawn)
  OX1R antag-1: 11
  OX1R antag-2: -14
  STK33 inh: -0.3
COC(=O)c1ccccc1NC(=O)Nc1ccc(Br)cn1
  OX1R antag-1: 6
  OX1R antag-2: -12
  STK33 inh: -1.9

Following part:
OX1R antag-1	OX1R antag-2	STK33 inh	compound
13	-35	-0.3	COc1ccc(Cl)cc1NS(=O)(=O)c1cccc(C(=O)NCC(c2ccco2)N(C)C)c1 (stereo not drawn)
1	-5	-0.8	CC(C)(C)OC(=O)NNC(=O)C12CC3CC(CC(C3)C1)C2
10	-6	-0.1	CCCCNC(=O)c1cc2n(n1)C(C(F)(F)F)CC(c1ccccc1)N2 (stereo not drawn)
16	43*	-0.9	COc1ccc(/C=c2\sc3nc(-c4ccccc4OC)nn3c2=O)c(OC)c1
33	-21	-1.5	O=[N+]([O-])c1cc2c(cc1CN1CCN(c3ccccc3)CC1)OCO2
13	-13	-1.2	N#C/C(=C/c1ccc(N2CCCCC2)o1)c1cccc(F)c1
14	-21	-2.2	CCOc1ccccc1NC(=O)CN(C)S(=O)(=O)c1ccc2[nH]c(=O)oc2c1
-7	-8	0.2	Cc1cc(C)cc(C(=O)OCC(=O)N2CCCC2)c1
7	-11	-0.5	NC(=O)c1ccc(NC(=O)COC(=O)/C=C/c2ccc3c(c2)OCO3)cc1
15	-6	1.0	CS(=O)Cc1cc(Sc2ccccc2)nc(-c2ccncc2)n1 (stereo not drawn)
6	-1	-1.9	Cc1ccc(Cl)cc1NC(=O)CSc1nnc(C)n1-c1ccccc1
15	-2	-1.1	CCOC(=O)c1c(-c2ccccc2)csc1NC(=O)CSc1nnnn1C
38	-28	0.0	COc1ccc(/C=C2\SC(=O)N(CCNC(=O)C3CSC4(C)CCC(=O)N34)C2=O)cc1 (stereo not drawn)
-10	-8	0.2	CCOc1ccccc1NC(=O)COC(=O)C1CC(=O)N(c2c(C)cccc2C)C1 (stereo not drawn)
28	16	0.3	CCOc1ccc(Nc2nc(NCC(=O)O)nc(N)c2[N+](=O)[O-])cc1
2	-17	-1.1	Cc1ccc(S(=O)(=O)C2(C(=O)NC3CCCC3)CC2)cc1
22	-14	-0.9	CCOc1cc(C(=O)Nc2cc3c(cc2N2CCOCC2)n(C)c(=O)n3C)cc(OCC)c1OCC
23	-21	-1.3	COc1ccc(Cl)cc1NC(=O)CN(C)C(=O)c1cc2ccccc2cc1OC
16	-21	-1.7	CCCCOn1c(C)c(C(C)=O)c2c3no[n+]([O-])c3ccc21
33	-26	-0.7	OCC1(Cc2ccccc2)CCCN(Cc2ccc3c(c2)OCCO3)C1 (stereo not drawn)
10	-11	-0.8	Cc1cc(C)n(CC(O)Cn2ccc3ccccc32)n1 (stereo not drawn)
43	-18	3.1	Cc1csc(NC(=O)CSc2ccc([N+](=O)[O-])cn2)n1
2	-7	0.4	O=S(=O)(NCc1cccnc1)c1ccccc1
13	33	-1.2	S=C(NCc1cccnc1)Nc1cccc2ccccc12

Gathered by group: those above containing an NH in an aromatic ring (3)
OX1R antag-1	OX1R antag-2	STK33 inh	compound
17	-11	1.8	O=c1[nH]cnc2scc(-c3ccsc3)c12
11	-33	-0.9	CC(C)CCOCc1nc2sc3c(c2c(=O)[nH]1)CCC(C)C3 (stereo not drawn)
14	-21	-2.2	CCOc1ccccc1NC(=O)CN(C)S(=O)(=O)c1ccc2[nH]c(=O)oc2c1

Following part:
OX1R antag-1	OX1R antag-2	STK33 inh	compound
9	3	-0.2	COCCNC(=O)c1ccc(CS(=O)(=O)c2ccccc2)o1
-2	-15	-1.5	COc1cccc(NC(=O)CN2C(=O)COc3ccc(C)cc32)c1
8	-19	2.3	O=c1c2cnn(-c3ccc(F)cc3)c2ncn1Cc1ccc(F)cc1
7	-21	-0.7	CC(=O)Nc1nnc(-c2ccc3c(c2)CCCC3)o1
6	-28	-2.3	CC(=O)NC(Cc1ccccc1)C(=O)N1CCN(C(=S)NCC(C)C)CC1 (stereo not drawn)
3	3	-0.3	CCOc1ccc(-n2c(Cc3cc(=O)[nH]c(=O)[nH]3)nnc2SC(C)C(=O)OC)cc1 (stereo not drawn)
10	0	-0.4	Cc1nc([N+](=O)[O-])c(Br)n1CC(=O)c1ccc2ccccc2c1
5	2	-0.7	COC(=O)c1ccccc1NS(C)(=O)=O
3	-6	-0.1	O=C(CN1CCN(c2ccc(F)cc2)CC1)NCC1CCCO1 (stereo not drawn)
5	0	-2.8	O=C1NC(c2ccccc2)CCO1 (stereo not drawn)
20	-8	-0.2	Cc1c(C(=O)OCC(C)(C)CN(C)C)oc2ccccc12
10	2	-0.7	O=C(CCn1c(=O)oc2ccccc21)n1c(=O)oc2ccccc21
19	-9	-2.2	COc1ccccc1CCC(=O)OCC(=O)NC1CC1
6	-20	-0.9	Cc1ccc(NC(=O)N2C3CCCC2CC(NC(=O)C(C)(C)C)C3)cc1 (stereo not drawn)
17	-5	-1.2	COc1nsnc1NS(=O)(=O)c1ccc(NC(=S)NC(=O)c2cccnc2)cc1
20	-17	-1.1	COc1ccc(C(N)CCc2ccco2)cc1 (stereo not drawn)
2	1	-0.4	Cc1ccc(OCc2cc(C(=O)N(C)Cc3cnc4ccccn34)no2)cc1C
18	-1	3.9	Nc1n[nH]c(N)c1N=Nc1ccc2c(c1)OCO2
4	-10	-0.7	Cc1ccc(NC(=O)CC2Oc3ccccc3NC2=O)c(C)c1 (stereo not drawn)
-5	-21	-0.3	CCCCN1C(=O)N(c2ccccc2Cl)C(C)(O)CC1(C)C (stereo not drawn)
-3	-23	-1.1	Cc1ccc(NC2=CC(=O)CC(C)(C)C2)cc1Cl
5	3	3.1	CSc1ccc(S(=O)(=O)Nc2ccc3c(c2)OCCO3)cc1
20	-6	-0.5	Cc1cccc(Cn2c(C(C)(C)C)cc3cccnc32)c1
32	-2	4.6	O=C(Nc1nccs1)c1cc(N2CCOCC2)nc2ccccc12

Of the compounds above, these contain an aryl thioether with sulfur outside any ring.
OX1R antag-1	OX1R antag-2	STK33 inh	compound
-2	-17	-0.3	Cc1occc1-c1nnc(SCC(=O)N(C)c2ccccc2)n1C
17	-25	-3.1	O=C(CSc1nnc(-c2ccco2)o1)Nc1cccc([N+](=O)[O-])c1
15	-6	1.0	CS(=O)Cc1cc(Sc2ccccc2)nc(-c2ccncc2)n1 (stereo not drawn)
6	-1	-1.9	Cc1ccc(Cl)cc1NC(=O)CSc1nnc(C)n1-c1ccccc1
15	-2	-1.1	CCOC(=O)c1c(-c2ccccc2)csc1NC(=O)CSc1nnnn1C
43	-18	3.1	Cc1csc(NC(=O)CSc2ccc([N+](=O)[O-])cn2)n1
3	3	-0.3	CCOc1ccc(-n2c(Cc3cc(=O)[nH]c(=O)[nH]3)nnc2SC(C)C(=O)OC)cc1 (stereo not drawn)
5	3	3.1	CSc1ccc(S(=O)(=O)Nc2ccc3c(c2)OCCO3)cc1

Continued.
OX1R antag-1	OX1R antag-2	STK33 inh	compound
1	-34	8.6	Cc1ccc(-c2csc(N(C)C(=O)c3c(C)nn(-c4ccccc4)c3Cl)n2)cc1
3	-16	0.2	COc1ccc(C2CC(c3ccccc3)Nc3nc(N)nn32)cc1 (stereo not drawn)
11	-30	nt	COc1cc(Nc2c3c(nc4ccccc24)CCCC3)cc(OC)c1OC
7	-28	3.1	COc1ccc(OC)c(-c2nc(C(=O)NC3CCN(Cc4ccccc4)CC3)cc3c2[nH]c2ccccc23)c1
8	-8	0.2	COc1ccc(S(=O)(=O)N(CC(=O)N2CCN(C)CC2)c2ccc(C)cc2)cc1OC
10	-8	1.0	COc1cc(C(=O)Nc2ccc(-c3nnc(-c4ccco4)o3)cc2)cc(OC)c1OC
10	-6	0.7	CC(=O)Cc1c(C(=O)O)c(C)nn1-c1ccccc1
-5	-21	-1.3	CCOC(=O)C1CCN(C(=O)Cc2cccs2)CC1
5	-4	5.7	Cc1ncoc1C(=O)Nc1ccc2c(c1)OCCO2
12	-7	-2.6	O=C(O)Cc1ccc(S(=O)(=O)Nc2ccccc2C(=O)O)cc1
11	-15	0.3	COc1ccc(C(C(=O)NC2CCCCC2)N(C(=O)CCl)c2cccc(Cl)c2)cc1 (stereo not drawn)
-1	-1	-0.7	Cc1c(CCO)c(=O)[nH]n1S(=O)(=O)c1ccc(Cl)cc1Cl
8	-4	0.0	CCOC(=O)c1nc(C)n(-c2cc(Cl)ccc2Cl)n1
5	-2	-0.3	Cc1nc(NCCCn2ccnc2)c2ccccc2n1
9	15	-1.2	O=C(Cc1c(F)cccc1Cl)NNC(=O)c1cccs1
12	-45	-2.3	CC(c1nnc(SCC(=O)N2CCc3ccccc32)n1-c1ccc(Cl)cc1)N(C)C (stereo not drawn)
12	-19	-0.4	CCCCc1nc2cc(C(=O)NCc3ccccn3)ccc2o1
22	-10	0.7	Cc1ccc(-n2nc3c(c2NC(=O)c2ccccc2Br)CS(=O)C3)cc1 (stereo not drawn)
6	-19	0.3	Cc1ccc(NC(=O)COC(=O)C2CSC3(C)CCC(=O)N23)c(C)c1 (stereo not drawn)
26	3	0.2	CCOc1ccccc1CNC(=O)CCN1C(=O)COc2ccccc21
22	-13	0.1	COCCn1c(SCC(=O)Nc2ccc(N3CCOCC3)cc2)nc2ccccc21
24	-8	-1.9	Cn1nc(C(F)(F)F)c2cc(C(=O)Nc3ccc(F)c(Cl)c3)sc21
19	-29	0.0	COC(=O)c1ccccc1NC(=O)c1ccccc1N(C)S(C)(=O)=O
29	-9	2.0	Cc1cccc2sc(NC(=O)C3CCCO3)nc12 (stereo not drawn)
15	12	-0.1	O=C(O)C1CC(=O)N(c2ccc3c(c2)OCCO3)C1 (stereo not drawn)
9	-15	-0.9	CCC(c1nnnn1Cc1ccco1)N1CCN(c2cc(Cl)ccc2C)CC1 (stereo not drawn)
23	-20	0.0	C#Cc1ccc([C@H]2C=C(C(=O)N3CCN(Cc4ccc5c(c4)OCO5)CC3)O[C@@H](OCc3ccc(CO)cc3)C2)cc1
7	-23	0.0	Cc1ccc(Cl)cc1NC(=S)N(CCN(C)C)C(C)c1ccccn1 (stereo not drawn)
6	-17	-1.5	CCCNC(=O)c1nn2c(C(F)(F)F)cc(-c3ccccc3)nc2c1Cl
12	-55	-1.6	CCC1C(=O)C(CC)C(c2ccccc2)NC1c1ccccc1 (stereo not drawn)
67	-18	2.3	CCOc1ccc(OCC)c(N=c2oc3c(C)ncc(CO)c3cc2C(N)=O)c1
19	2	0.2	COC(=O)c1cc2nc(-c3ccccc3)cc(C(F)(F)F)n2n1
11	-14	-1.8	O=C(OCn1cncn1)c1ccc(Cl)cc1Cl
0	-23	-2.4	CCOC(=O)C1CCCN(CCC(=O)Nc2ccc(C)cc2)C1 (stereo not drawn)
26	-17	-1.4	CC(C)C[C@H](NC(=O)c1nc[nH]c1C(=O)NC1CCN(C(=O)OC(C)(C)C)CC1)C(=O)OCc1ccccc1
5	-20	-1.8	O=C(Cc1ccc(Cl)cc1)Nc1ccc(-c2nnc(-c3ccco3)o2)cc1
31	-16	0.0	COc1ccc(CC(=O)NNS(=O)(=O)c2ccc3ccccc3c2)cc1OC

This is a random part of the collection. About 2.2% of those tested had a hit in this group.
